ELG1 DNA repair: inhibitors of ELG1-dependent DNA repair in HEK293T cells; HEK293T ELG1-luciferase reporter, luminescence, 16 h; DNA damage induced by 5-fluorouridine; Potency, µM (titrated, usually from 46.1 µM), for inactives: at the highest dose activity change, negative = inhibition, actives largely listed as inhibitors; 330,000 tested, 2.3% active; also: potency is read from the fitted curve at half-maximal effect; % is scaled to controls: 0 for no effect and ±100 for the full control effect; nearly all actives have a fitted effect of over 55% in size
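Quantitative HTS, concentration-response format. 2,000 cells/well co-treated with 5-fluorouridine and compound, 16 hr in 5% CO2 at 37 °C; ONE-Glo luminescence read after 30 min.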
TSHR antag: blocks TSH signaling through the human TSH receptor; P16473; TSHR-expressing cells, TSH-stimulated cAMP HTRF, 2 h; active compounds read low; activity change, negative = inhibition, % at 11.5 µM; 330,000 tested, 0.2% active;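 active = activity change below a set negative limit, meaning inhibition stronger than a set level, cut at about -70% in these data; inconclusive = activity change between two set negative limits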; also: % is scaled to controls: 0 for no effect and ±100 for the full control effect
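Freshly harvested TSHR cells receive pin-tooled compound, then EC80 TSH at 4nM final. After 2 hours at 37 deg C, antibody in lysis buffer and cAMP-d2 are added; 30 minutes at ambient temperature precede the HTRF read.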
hERG WT inh: KCNH2 (human, wildtype) channel inhibition | Q12809 | 340,000 tested, 0.37% active | activity change, % at 1.84 µM | AID 720551 | U2OS, BacMam KCNH2, thallium flux FluxOr; active compounds read low;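 active = maximum activity change below -70%; inconclusive = maximum activity change between -70% and -50%; inactive = maximum activity change above -50%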; also: % is scaled to controls: 0 for no effect and ±100 for the full control effect
Target sequence (Q12809 whole entry, looked up): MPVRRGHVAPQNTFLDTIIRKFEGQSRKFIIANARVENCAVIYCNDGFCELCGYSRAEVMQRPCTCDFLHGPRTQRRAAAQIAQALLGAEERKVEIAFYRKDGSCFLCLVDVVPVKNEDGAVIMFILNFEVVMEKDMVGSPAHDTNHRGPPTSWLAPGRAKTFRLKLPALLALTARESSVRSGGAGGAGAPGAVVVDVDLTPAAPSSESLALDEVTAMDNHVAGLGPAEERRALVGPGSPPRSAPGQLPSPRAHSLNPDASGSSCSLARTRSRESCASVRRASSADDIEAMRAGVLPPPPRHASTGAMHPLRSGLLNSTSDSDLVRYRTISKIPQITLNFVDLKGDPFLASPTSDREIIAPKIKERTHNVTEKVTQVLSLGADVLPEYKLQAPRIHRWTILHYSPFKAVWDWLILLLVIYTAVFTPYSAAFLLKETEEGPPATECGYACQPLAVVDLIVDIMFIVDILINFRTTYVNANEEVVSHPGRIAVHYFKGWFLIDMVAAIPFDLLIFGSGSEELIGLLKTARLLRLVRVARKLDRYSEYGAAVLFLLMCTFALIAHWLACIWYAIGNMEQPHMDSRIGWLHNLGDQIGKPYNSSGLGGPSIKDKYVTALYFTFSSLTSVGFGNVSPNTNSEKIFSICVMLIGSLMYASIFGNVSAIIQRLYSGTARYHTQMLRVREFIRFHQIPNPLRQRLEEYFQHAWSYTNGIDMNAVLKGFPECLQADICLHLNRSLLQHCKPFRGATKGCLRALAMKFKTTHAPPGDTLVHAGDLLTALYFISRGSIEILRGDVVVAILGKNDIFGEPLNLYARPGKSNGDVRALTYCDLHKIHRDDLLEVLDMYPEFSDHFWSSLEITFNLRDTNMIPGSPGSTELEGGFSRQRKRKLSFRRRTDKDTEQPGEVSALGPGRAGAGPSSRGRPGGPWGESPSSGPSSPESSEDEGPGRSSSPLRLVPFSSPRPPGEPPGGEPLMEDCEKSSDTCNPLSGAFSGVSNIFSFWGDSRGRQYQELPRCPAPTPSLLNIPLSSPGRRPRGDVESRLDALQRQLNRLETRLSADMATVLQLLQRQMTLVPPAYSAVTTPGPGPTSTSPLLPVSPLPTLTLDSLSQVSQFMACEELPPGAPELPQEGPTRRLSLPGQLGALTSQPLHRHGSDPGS
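U2OS cells were transduced with wild-type KCNH2 virus (2.03 x 10^8 / mL) for 4 h at room temperature, then cultured overnight at 37 C. Thallium flux was read with FluxOr dye. Rate constants were normalized to DMSO controls.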
USP2a block: blocks human ubiquitin-specific protease USP2a | O75604 | USP2 core, Ub-CHOP2 coupled fluorogenic reporter, 485/531 | Potency, µM (series often up to 38.3 µM), without a hit: at the highest dose activity change, negative = inhibition, usual class: inhibitors | 330,000 tested, 0.01% active | AID 463254;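 also: potency is read from the fitted curve at half-maximal effect; plate controls were DMSO wells for no effect and full inhibition by NEM control for full effect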
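Deubiquitinase activity read as fluorescence (485/531 nm) after Ub-CHOP2 cleavage activates the enterokinase reporter on its substrate; USP2 core 10nM, Ub-CHOP2 and substrate 25nM each, 30min compound preincubation then 60min RT; data normalized to NEM, curves fitted.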
KCNH2 3.1 inh: KCNH2 3.1 (human) potassium channel inhibition; U2OS KCNH2 3.1, thallium flux FluxOr; active compounds read low; activity change, % (tested at about 1.8 µM); 340,000 tested, 0.95% active; AID 720553;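 active = maximum activity change below -70%; inconclusive = maximum activity change from -70% to -50%; inactive = maximum activity change above -50%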;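 also: thallium influx rate constant from kinetic fluorescence after stimulation buffer; % is scaled to controls: 0 for no effect and ±100 for the full control effect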
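Normalized rate constant (relative to positive and negative DMSO controls) derived from a 2 min kinetic fluorescence read after stimulation; U2OS cells expressing the 3.1 isoform via virus at 1.77 x 10^8 /mL.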
TRPV1 agonist: activates the human vanilloid receptor TRPV1; Q8NER1; TRPV1-expressing cells, Fluo-8 calcium influx, agonist mode; activation, % at 8.33 µM; 320,000 tested, 0.19% active; in the data active = activation above about 80%; inconclusive = between about 30% and that limit; also: 0% is about no effect
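TRPV1-expressing cells were cultured overnight at 35.5C and loaded with Fluo-8 calcium dye for 40 to 90 min at room temperature. After a 10 s baseline, compound was added and calcium influx was read kinetically for 3 min (ex 480/em 520 nm).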
Mito fusion yeast: blocks mitochondrial division or promotes mitochondrial fusion | S. cerevisiae fusion-defective mutant growth rescue, CellTiterGlo 48 h | Potency, µM (highest dose often 46.1 µM), for the others: at the top dose growth rescue (activation), actives largely listed as activators | 320,000 tested, 0.23% active;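 also: potency is read from the fitted curve at half-maximal effect; % of control where 0% means no effect; nearly all actives have a fitted effect of over 45% in size; temperature-sensitive fusion mutants such as fzo1-1 at 37 °C on non-fermentable ethanol glycerol medium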
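Temperature-sensitive fusion-defective S. cerevisiae (e.g. fzo1-1, mgm1-5) were grown with compound in YPEG medium (3% ethanol, 3% glycerol) for 48 hours at 37C. Growth rescue was measured as viability by CellTiterGlo luminescence after 10 minutes at ambient.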
TCR act: T cell receptor activation. Potency, µM (titrated, usually from 9.22 µM), for inactives: at the highest dose activation of IL-2 secretion, most hits filed as activators. primary human leukocytes, anti-CD3, IL-2 HTRF, 48 h. 330,000 tested, under 10 active; also: % of control where 0% means no effect
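Primary human leukocytes were stimulated with a-CD3 beads plus compounds for 48 hr without co-stimulation; secreted IL-2 was quantified by HTRF using a-IL-2-K (europium cryptate) and a-IL-2-d2, excited at 320nm with acceptor emission read at 665nm.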
Eya2 inh: inhibitors of human Eya2 phosphatase activity; O00167; recombinant Eya2, OMFP fluorescence dephosphorylation (OMFP is methylfluorescein phosphate); Potency, µM (doses to about 76.9 µM), without a hit: top-dose activity, negative = inhibition, usual class: inhibitors; 330,000 tested, 0.006% active; AID 488837; also: potency is read from the fitted curve at half-maximal effect; % is scaled to controls: 0 for no effect and ±100 for the full control effect
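Eya2 (0.2 uM) preincubated 10 min at ambient with compound, then OMFP substrate added at 50 uM; 10 min reaction in 50 mM HEPES pH 7.5, 50 mM NaCl, 5 uM MgCl2, 0.05% BSA, 1 mM DTT. Fluorescence read at Ex 485/Em 525 nm.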
AT treatment: potential ataxia-telangiectasia treatments restoring KAP-1 phosphorylation | […] A-T fibroblasts, KAP-1 phosphorylation AlphaLISA; neocarzinostatin DNA damage 30 min before lysis | Potency, µM (top dose mostly 57.5 µM), for inactives: top-dose activation, hits mostly activators | 320,000 tested, 0.19% active | AID 485349; also: potency is read from the fitted curve at half-maximal effect; % of control where 0% means no effect; nearly all actives have a fitted effect of over 45% in size
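ATM-like activity read as KAP-1 phosphorylation via AlphaLISA donor/acceptor antibody pairs after lysis and 6 hr at 25C. Cells were ATM-null patient fibroblasts ([…], hTERT), dosed 60 min, then exposed to the DSB inducer NCS for 30 min.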
The depositor's hits bear a star; i = inactive; ? = inconclusive; . = no result given; [ ] = another dose, or the depositor's remark. Unless noted, calls follow the shape of the dose curve; as a rule, active = well fitted curve in the direction sought with a large enough effect; inconclusive = small, poorly fitted or top-dose-only effect, or another doubt; inactive = no such curve, though single readings can be large; an effect the other way counts as inactive or inconclusive.

SMILES	ELG1 DNA repair	TSHR antag	hERG WT inh	USP2a block	KCNH2 3.1 inh	TRPV1 agonist	Mito fusion yeast	TCR act	Eya2 inh	AT treatment
O=C(c1ccco1)N1CCN(S(=O)(=O)c2ccc(F)cc2)CC1	-11%	-3	-14	3%	4	1	-8%	2%	-19%	-3%
CN(C(=O)CSc1ccc(S(=O)(=O)N2CCCCC2)cn1)c1ccccc1	-3%	-9	0	1%	-2	4	-4%	4%	4%	2%
CCC(=O)Nc1cccc(C2=NOC3(C2)C[C@@H](C(N)=O)N(C(=O)COc2ccc(Cl)cc2)C3)c1 (stereo partly drawn)	?	-1	22	0%	11	-1	15%	4%	8%	-3%
CCOC(=O)C1CCN(C(=O)c2ccc(OCC)c(OCC)c2)CC1	?	16	-4	-7%	.	-3	-3%	-4%	-1%	-7%
COc1cccc(-c2nc3c(c(=O)[nH]c(=O)n3Cc3ccccc3)n2CCO)c1OC(F)F	?	29	4	-3%	6	4	-28%	-6%	-2%	-2%
O=C(COc1ccccc1)Nc1ccc(S(=O)(=O)N2CCCC2)cc1	-12%	3	-1	3%	-8	.	-3%	-4%	-2%	12%
COc1cc2nc(SCc3ccc(C(F)(F)F)cc3)n(Cc3cccs3)c(=N)c2cc1OC	-15%	3	-5	1%	.	5	-2%	-2%	-5%	-3%
NC(=S)N/N=C1\CCSc2ccc(Cl)cc21	?	-9	2	1%	5	-5	1%	7%	-8%	6%
O=C(NNc1nc(-c2ccccc2)cs1)c1ccc(F)cc1	?	1	-13	-1%	8	11	8%	.	-18%	-6%
Cc1cc2cc3c(cc2nc1SCC(=O)O)OCCO3	10%	-3	-10	1%	-10	-2	5%	-4%	-5%	-5%
Cc1ccc(C(C(=O)NC2CCCC2)N(C(=O)c2csnn2)C2CCCC2)o1 (stereo not drawn)	-4%	-1	-8	4%	-6	21	8%	7%	7%	11%
COc1cc(CC(=O)Nc2ccc3nc(C)sc3c2)cc(OC)c1OC	?	-5	-11	-2%	16	-4	-16%	-1%[46.1 µM]	3%	-3%
CCN(C(=O)CSc1nnc(-c2ccc(OC)cc2)n1C(C)C)C1CCS(=O)(=O)C1 (stereo not drawn)	7%	-1	3	2%	2	.	.	6%	-8%	-2%
CC(Oc1ccc(Cl)cc1)C(=O)OCC(=O)Nc1ncc(Cl)cc1Cl (stereo not drawn)	12%	-1	-15	3%	-101*	8	1%	0%	1%	-2%
CN(CC(=O)Nc1ccc(Cl)cc1)CC(=O)Nc1cccc(Br)c1	0%	-5	-5	-3%	-4	7	-14%	-2%	-15%	8%
CCCN(C(=O)Cc1coc2cc(C)c(C)cc12)c1c(N)n(Cc2ccccc2)c(=O)[nH]c1=O	-4%	-5	-10	4%	-2	0	2%	-2%	-23%	5%
N#Cc1ccc(NC(=O)c2nc(-c3ccccc3)n(-c3ccccc3)n2)cc1	-23%	15	8	3%	-36	4	1%	2%	-1%	.
Cc1ccc(C)n1-c1ccccc1N	-21%	-5	.	?	.	-1	0%	-6%[46.1 µM]	18%	-2%
COc1cc(C(=O)NCc2nnc(SCC(=O)N3CCCc4ccccc43)o2)cc(OC)c1OC	4%	-4	0	0%	11	0	0%	-4%	?	-2%
O=C(Cc1ccc(Cl)cc1)Oc1cccc2cccnc12	1%	-14	-2	-1%	-5	0	3%	-4%	-4%	5%
COc1ccc(-n2c(N)c(C(=O)NCc3ccco3)c3nc4ccccc4nc32)cc1OC	6.5µM*	-3	2	-5%	30	4	-7%	-5%	-8%	28%
COc1cccc(NC(=O)c2ccccc2-c2nc(-c3cccc(C)c3)no2)c1	?	-17	-8	?	-24	3	-4%	-1%	-2%	11%
CCOC(=O)C1=C(c2cccc(F)c2)NC(=S)NC1C (stereo not drawn)	-26%	0	0	1%	3	-2	-1%	1%	-4%	1%
C/C(=N/NC(=O)CNC(=O)c1cccnc1)c1ccco1	-8%	4	1	0%	11	-1	0%	1%	8%	-6%
COc1ccc(S(=O)(=O)N2CCC(C)CC2)cc1Br	12%	-3	-13	-2%	-2	25	2%	4%	-25%	2%
COc1cccc(S(=O)(=O)Nc2ccc(C(=O)N3CCCCCC3)cc2)c1	-10%	0	-3	-1%	-13	1	-1%	6%	4%	5%
O=C(/C=C/c1cccc(F)c1)c1ccc(N2CCOCC2)cc1	?	-21	-4	0%	-11	?	5%	1%	7%	9%
COc1ccccc1-c1cc(-c2cc(Cl)ccc2O)n[nH]1	?	-9	3	3%	-2	1	-5%	3%	-1%	9%
CC(C)(C)NC(=S)N/N=C/c1cc(Br)c(O)c(Br)c1	0%	-18	-1	2%	22	7	3%	-3%	5%	5%
CC(C)C(NC(=O)OCc1ccccc1)C(=O)OCC(=O)N1CCCCC1 (stereo not drawn)	?	-6	-5	-1%	21	9	-1%	-5%	-6%	2%

Arranged by heavy-atom count (smallest number first): nine of the compounds above
SMILES	ELG1 DNA repair	TSHR antag	hERG WT inh	USP2a block	KCNH2 3.1 inh	TRPV1 agonist	Mito fusion yeast	TCR act	Eya2 inh	AT treatment
Cc1ccc(C)n1-c1ccccc1N	-21%	-5	.	?	.	-1	0%	-6%[46.1 µM]	18%	-2%
CC(C)(C)NC(=S)N/N=C/c1cc(Br)c(O)c(Br)c1	0%	-18	-1	2%	22	7	3%	-3%	5%	5%
Cc1cc2cc3c(cc2nc1SCC(=O)O)OCCO3	10%	-3	-10	1%	-10	-2	5%	-4%	-5%	-5%
COc1ccccc1-c1cc(-c2cc(Cl)ccc2O)n[nH]1	?	-9	3	3%	-2	1	-5%	3%	-1%	9%
O=C(/C=C/c1cccc(F)c1)c1ccc(N2CCOCC2)cc1	?	-21	-4	0%	-11	?	5%	1%	7%	9%
CCOC(=O)C1CCN(C(=O)c2ccc(OCC)c(OCC)c2)CC1	?	16	-4	-7%	.	-3	-3%	-4%	-1%	-7%
CC(C)C(NC(=O)OCc1ccccc1)C(=O)OCC(=O)N1CCCCC1 (stereo not drawn)	?	-6	-5	-1%	21	9	-1%	-5%	-6%	2%
COc1cccc(-c2nc3c(c(=O)[nH]c(=O)n3Cc3ccccc3)n2CCO)c1OC(F)F	?	29	4	-3%	6	4	-28%	-6%	-2%	-2%
CCC(=O)Nc1cccc(C2=NOC3(C2)C[C@@H](C(N)=O)N(C(=O)COc2ccc(Cl)cc2)C3)c1 (stereo partly drawn)	?	-1	22	0%	11	-1	15%	4%	8%	-3%

(listing goes on)
SMILES	ELG1 DNA repair	TSHR antag	hERG WT inh	USP2a block	KCNH2 3.1 inh	TRPV1 agonist	Mito fusion yeast	TCR act	Eya2 inh	AT treatment
O=C(Nc1ccccc1)Nc1ccc2ccccc2c1	?	-11	10	-2%	-11	?	-1%	4%	3%	0%
c1coc(CN2CNc3nc4ccccc4n3C2)c1	?	23	6	8%	5	-3	-5%	-1%	0%	10µM*
COc1cc(NC(=O)[C@H](C)NC(=O)N2CCn3c2nc2ccccc23)cc(OC)c1	?	-4	-7	-1%	7	0	4%	1%	-7%	1%
CC(=O)N1N=C(c2ccncc2)OC12CCCCC2	18%	14	0	3%	20	-3	-11%	0%	-1%	-1%
CN(C)C=Nc1c(C(=O)c2ccccc2)sc2nccc(N(C)C)c12	?	3	i	0%	9	3	-51%[inhibitor]	22%[46.1 µM]	-11%	-5%
CCC(=O)Nc1sc(C(=O)Nc2ccccc2F)c(C)c1C(=O)OC	4%	-4	-3	-1%	-7	6	-3%	0%	-4%	1%
CCOC(=O)N1CCN(C(=O)c2nn(C)c3c2CSc2ccccc2-3)CC1	4%	12	3	2%	-1	5	3%	2%	9%	16%
Cc1ccc(CN2CCN(Cc3ccccc3)C(CCO)C2)s1 (stereo not drawn)	-11%	-4	10	-4%	12	4	8%	7%	-2%	4%[11.5 µM]
Cc1cc(C(=O)CN2C(=O)CCC2=O)c(C)n1Cc1ccccc1	?	-5	1	3%	-11	-3	3%	6%	3%[15.4 µM]	9%
CCOc1ccc(CNC(=O)C(C)n2ccc3cc(S(=O)(=O)N4CCCC4)ccc32)cc1 (stereo not drawn)	-2%	-1	9	2%	6	0	-1%	-3%	-15%	2%
Cc1ccc(CNC(=O)c2ccc(NC(=O)CCS(=O)(=O)c3cccs3)cc2)cc1	4%	3	-17	4%	0	0	-5%	3%	9%	-2%

Screening results as filed in PubChem BioAssay.

Not all compounds are listed; the hit share may differ from the screen's.
